Polio RdRp inh – poliovirus RNA polymerase inhibition | P03300 | poliovirus polymerase elongation, fluorescence polarization; stronger effect = lower value | % elongation, % (compound at 16.7 µg/mL) | 0.66% of 150,000 active; in the data active = % elongation below about 90%; also: some results filed as inactive read as strong as hits
Target sequence (P03300 1749-2209 limits assumed): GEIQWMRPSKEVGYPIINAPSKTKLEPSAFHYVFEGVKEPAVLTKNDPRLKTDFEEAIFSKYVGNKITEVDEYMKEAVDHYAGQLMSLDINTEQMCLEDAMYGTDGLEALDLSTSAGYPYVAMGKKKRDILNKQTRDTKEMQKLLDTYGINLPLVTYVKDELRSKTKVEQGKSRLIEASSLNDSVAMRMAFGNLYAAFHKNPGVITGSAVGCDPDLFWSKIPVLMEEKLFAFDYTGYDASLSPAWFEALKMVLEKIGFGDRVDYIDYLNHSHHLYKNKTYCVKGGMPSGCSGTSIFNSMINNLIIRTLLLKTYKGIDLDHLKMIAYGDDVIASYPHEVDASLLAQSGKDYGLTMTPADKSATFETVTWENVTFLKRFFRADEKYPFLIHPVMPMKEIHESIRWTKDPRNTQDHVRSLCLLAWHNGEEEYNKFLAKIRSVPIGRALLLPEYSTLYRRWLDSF
Polio RdRp inh FP z-score – also measured in Polio RdRp inh; calls as there; z-score; measured here: FP z-score; hits read low
* = called active by the depositor; & = joins results of further samples.

Structure	Polio RdRp inh	Polio RdRp inh FP z-score
Cc1ccc(C)c(NC(=O)CSc2nnc(CNC(=O)c3ccccc3)n2-c2ccccc2)c1	102.0	-0.1
CCOC(=O)c1sc(NC(=S)NC(=O)c2cc3ccccc3o2)nc1C	100.0	-0.4
COc1ccc(S(=O)(=O)C(C)(C)C)cc1	101.0	0
O=C(CN1CCCN(Cc2ccccc2)S1(=O)=O)NC1CCCC1	102.0	0.7
CCc1ccc(NS(=O)(=O)c2ccc(CN3C(=O)c4cccnc4C3=O)cc2)cc1	102.0	-0.1
O=C(Cn1nnc(-c2cccs2)n1)OCc1nc2sc3c(c2c(=O)[nH]1)CCC3	108.0	-0.1
C=CCN(CC=C)C(=O)Nc1ccccc1	101.0	0.4
Cc1ccc(C)c2[nH]c(=O)c(C(c3nnnn3C3CCCC3)N3CCCC3)cc12 (stereo unspecified)	99.0	-1
CCn1cc(C(=O)NCc2ccccc2Cl)c(=O)c2cc(S(=O)(=O)N3CCc4ccccc4C3)ccc21	107.0	0.6
Cc1ccc(Cn2c(SCC(=O)C(C)(C)C)nc3ccsc3c2=O)cc1	102.0	-0.9
Cc1ccc(C(=O)OC2OCCOC2OC(=O)c2ccc(C)cc2)cc1 (stereo unspecified)	102.0	0.2
CCOC(=O)Cc1nc2cc(Cl)ccc2o1	101.0	-0.2
CCOC(=O)c1oc2ccccc2c1CN(C)Cc1ccccc1OC	102.0	-0.2
CNC(=O)C(NS(=O)(=O)c1ccc(C)cc1)C(C)C (stereo unspecified)	102.0	0
O=C(O)CSc1nnc(-c2ccccc2Br)n1C1CCCCC1	103.0	0.1
COc1c2occc2c(OC)c2c(=O)cc(C)oc12	100.0&102.0	-0.1&0.6
COc1ccc(OC)c(/C=C(/C#N)c2nc(-c3ccc(-c4ccccc4)cc3)cs2)c1	99.0	-0.7
CC1(C)Cc2[nH]c(=O)c(C(=O)O)cc2CO1	101.0	-0.1
CCN(CC)c1nc(OCC(F)(F)F)nc(N(c2ccccc2)c2ccccc2)n1	105.0	1.2
CN(Cc1ccccc1)c1ccc(-c2nc(-c3cccnc3)no2)cc1[N+](=O)[O-]	101.0	-1.4

Further structures:
Structure	Polio RdRp inh	Polio RdRp inh FP z-score
Cc1ccc(OCC(=O)NCc2ccco2)c(C(C)(C)C)c1	102.0	0
COCC(C)NC(=O)c1cc(-c2ccc(OC)c(OC)c2)no1 (stereo unspecified)	102.0	0.1
CCOC(=O)c1sc2nc(COC(=O)c3ccc(OCc4c(C)noc4C)cc3)[nH]c(=O)c2c1C	108.0	0.6
Cc1ccc(S(=O)(=O)/N=C/c2cccnc2)cc1	100.0	0.1
CCOC(=O)c1cc2c(=O)n3ccccc3nc2n(Cc2ccco2)c1=NC(=O)c1ccc(Br)cc1	102.0	-0.8
NCc1ccc(S(N)(=O)=O)cc1	99.0&102.0	-0.1&0.6
CN1C(C(=O)N2CCCc3ccccc32)=CC(c2cccs2)=NS1(=O)=O	105.0	0.7
CC(C)(C)C1C/C(=C/c2ccccn2)C(=O)/C(=C/c2ccccn2)C1 (stereo unspecified)	99.0	-0.1
O=C1CC(/C=C/c2ccccc2)=Nc2ccccc2N1	101.0	0
CS(=O)(=NC(=S)NC(=O)Oc1ccccc1)c1ccccc1 (stereo unspecified)	105.0	0
CC(C)n1c(=O)c2oc3ccccc3c2n(Cc2ccccc2F)c1=O	105.0	-0.4
O=C(COCc1cc(-c2ccc(F)cc2)on1)NC1CCCc2ccccc21 (stereo unspecified)	102.0	0.1
O=C(CSc1nnc(Nc2ccccc2)s1)c1ccc(S(=O)(=O)N2CCCC2)cc1	102.0	0
Clc1ccc2c(c1)-c1[nH]ncc1CS2	104.0	1
CC(=O)N1CCCc2cc(S(=O)(=O)N3CCC(C(=O)N(C)C4CCCCC4)CC3)ccc21	114.0	1.6
Cc1ccccc1/C=N/O	100.0	-0.2
CCc1ccc(C(=O)c2cn(CC(=O)NCCc3ccc(OC)c(OC)c3)c3nc(C)ccc3c2=O)cc1	109.0	0.3
Cc1ccc(-c2cn(-c3ccc(C)cc3)c(=N)s2)cc1	106.0	0.5
N#Cc1ccc(CSc2nnc(C3CC3)n2C2CC2)cc1	97.0	-0.3
O=C(O)/C=C/c1ccc(Br)o1	97.0	-1.3

Grouped by structure, the entries above containing a furan ring, fused or not
Structure	Polio RdRp inh	Polio RdRp inh FP z-score
CCOC(=O)c1sc(NC(=S)NC(=O)c2cc3ccccc3o2)nc1C	100.0	-0.4
CCOC(=O)c1oc2ccccc2c1CN(C)Cc1ccccc1OC	102.0	-0.2
COc1c2occc2c(OC)c2c(=O)cc(C)oc12	100.0&102.0	-0.1&0.6
Cc1ccc(OCC(=O)NCc2ccco2)c(C(C)(C)C)c1	102.0	0
CCOC(=O)c1cc2c(=O)n3ccccc3nc2n(Cc2ccco2)c1=NC(=O)c1ccc(Br)cc1	102.0	-0.8
CC(C)n1c(=O)c2oc3ccccc3c2n(Cc2ccccc2F)c1=O	105.0	-0.4
O=C(O)/C=C/c1ccc(Br)o1	97.0	-1.3

Next records follow:
Structure	Polio RdRp inh	Polio RdRp inh FP z-score
S=c1[nH]nc(Nc2ccccc2)n1-c1ccccc1	97.0	-0.2
Cc1nc2cc(-c3cccc(F)c3)nn2c(C)c1CCC(=O)NC1CCCCC1	104.0	-1
CCOC(=O)c1ccc2c(c1)N(CC#N)C(=O)C(C)(C)O2	103.0	0.3
COc1ccccc1NC(=O)N(c1c(N)n(Cc2ccccc2)c(=O)[nH]c1=O)C1CCCC1	97.0	-0.2
C/C(=N\OCc1nc(-c2cccc(Cl)c2)no1)c1ccc(Cl)cc1	101.0	-0.2
COC(=O)CN(C1CCCCC1)S(=O)(=O)c1ccccc1	101.0	-0.6
COC(=O)c1ccccc1N/C=C/C(=O)c1ccc(Br)cc1	100.0	-0.2
COc1ccc(C)cc1S(=O)(=O)Nc1cccc(-c2ccc(N3CCCC3)nn2)c1	108.0	0.5
CCOC(=O)c1cc(-c2ccc(C)cc2)n(CCCC(=O)NCc2cccs2)c1	101.0	0.3
COc1ccccc1/C=N/O	103.0	0.2
O=C(Cc1ccccc1)Nc1nonc1-c1ccccc1	101.0	-0.4
O=S(=O)(NCCOc1cccc2cccnc12)c1ccc(F)cc1	101.0	0.3
COC(=O)c1ccc(N=c2sc(C(=O)OC)cc(=O)n2C)cc1	99.0	-0.1
Cc1cc(N(C)CC(=O)Nc2ccc(OC(F)(F)F)cc2)n2ncnc2n1	99.0	-0.7
NS(=O)(=O)C#Cc1ccccc1	96.0	-0.7
CON(C)S(=O)(=O)c1cc(C(=O)OCc2nc(-c3ccc(Cl)cc3)no2)ccc1Cl	109.0	0.7
Clc1ccc(-c2csc(N3CCN(c4ccccc4)CC3)n2)cc1	104.0	0.5
CN(c1ccccc1)S(=O)(=O)c1nnc(NC(=O)c2ccco2)s1	109.0	0.3
Cc1ccccc1C(=O)Nc1ccc(C(=O)OCc2cc(=O)n3nc(C(C)C)sc3n2)cc1	107.0	0.3
CCOc1ccc2nc(SCC(=O)Nc3ccccc3)[nH]c2c1	96.0	-1.1

Going on with the list.
Structure	Polio RdRp inh	Polio RdRp inh FP z-score
CN(C=C1C(=O)NC(=O)NC1=O)Cc1ccc(Cl)c(Cl)c1	121.0	3.3
CN1CCN(c2nc(N3CCN(CCO)CC3)nc3ccccc23)CC1	101.0	-0.2
CCc1nnc(NC(=O)c2nc(S(=O)(=O)Cc3ccc(C)cc3)ncc2Cl)s1	103.0	-0.7
C1CCN2C(C1)N1CCCCC1N1CCCCC21 (stereo unspecified)	103.0	0.2
CCN(CC)S(=O)(=O)c1cccc(C(=O)NCCCN2CCOCC2)c1	107.0	0.5
CCOc1ccc(CC(=O)NC2CC(=O)N(c3ccc(C)c(C)c3)C2)cc1 (stereo unspecified)	101.0	-1.2
CCOc1ccc(CN(C)C(=O)CNC(N)=O)cc1	102.0	0
Cc1cc(C)c2c(c1)c(C)cc1nnc(SCc3ccccc3C#N)n12	100.0	-0.3
CC(=O)NOC(=O)c1c(-c2c(Cl)cccc2Cl)noc1C	105.0	0.7
O=C(CCC1N=C2c3ccccc3N=C(SCc3ccc(F)cc3)N2C1=O)N1CCN(c2ccccc2)CC1 (stereo unspecified)	112.0	0
CCOP(=S)(c1ccccc1)C(C#N)(CC)CC (stereo unspecified)	103.0	0.2
CCN(CC)C(=O)COc1ccc(/C(C)=N/NC(=O)Cc2ccccc2)cc1	103.0	-0.1
CCc1nnc(NC(=O)Nc2ccccc2C(F)(F)F)s1	101.0	-0.2
CCCCC(=O)Nc1ncc(Cc2ccccc2)s1	102.0	-0.1
COc1cccc(NC(=O)C(c2ccccc2)N2CCN(S(=O)(=O)c3ccccc3)CC2)c1 (stereo unspecified)	103.0	0.2
CCC1=NN(C(=O)COc2ccccc2C)C(O)(c2ccncc2)C1 (stereo unspecified)	100.0	-0.5
CCOCCCN=C1Sc2nc3cc4c(cc3cc2CN1CC1CCCO1)OCO4 (stereo unspecified)	100.0	-0.8
CCOC(=O)c1noc(C)c1-c1csc(COc2ccccc2)n1	104.0	0.5
COc1ccc(CNc2cccc(C(=O)O)c2C)cc1OC	105.0	1.1
CC(C)(C)NC(=O)CN1C(=O)CCC1=O	101.0	-0.3

Some of the entries so far, with each value named:
CCOc1ccc(CC(=O)NC2CC(=O)N(c3ccc(C)c(C)c3)C2)cc1 (stereo unspecified)
  Polio RdRp inh: 101.0
  Polio RdRp inh FP z-score: -1.2

CCOCCCN=C1Sc2nc3cc4c(cc3cc2CN1CC1CCCO1)OCO4 (stereo unspecified)
  Polio RdRp inh: 100.0
  Polio RdRp inh FP z-score: -0.8

C1CCN2C(C1)N1CCCCC1N1CCCCC21 (stereo unspecified)
  Polio RdRp inh: 103.0
  Polio RdRp inh FP z-score: 0.2

The list continues.
Structure	Polio RdRp inh	Polio RdRp inh FP z-score
O=c1c(C(CN2CCOCC2)c2ccccc2)nc(-c2ccccc2)nn1CN1CCOCC1 (stereo unspecified)	110.0	1.1
O=C1OCCC1SC1=N/C(=C/c2ccco2)C(=O)N1c1ccc(OC(F)F)cc1 (stereo unspecified)	101.0	-0.2
CSc1ccccc1N1C(=O)C=CC1=O	102.0	0.1
O=C(NCc1ccccc1Cl)c1cc2ccccc2o1	115.0	0.7
Cc1ccc(-c2cc(C(=O)NCc3cnn(C)c3)c3cc(Br)ccc3n2)cc1	109.0	1
Cn1nnc2c(NCc3c(F)cccc3F)ncnc21	104.0	-0.8
CC1=C(C(=O)OC2CCCC2)C(c2ccncc2)C2=C(CC(c3ccccc3)CC2=O)N1 (stereo unspecified)	104.0	0.1
Cc1ccc(NC(=O)c2sc3nc(-c4ccc(F)cc4)cn3c2C)c(C)c1	108.0	0.4
Nc1c(C(=O)O)sc2ncccc12	110.0	1.2
COc1ccc(CNC(=O)c2cc(Nc3ccccc3C)nc3ccccc23)cc1	109.0	0.1
O=C(CNC(c1ccccc1)c1ccc(Cl)cc1)N1CCNC1=O (stereo unspecified)	98.0	-0.4
Nc1sc(=S)nc2ccccc12	97.0	-1
COc1cc(C2CC(=O)N(Cc3ccc(F)cc3)c3ccccc3S2)cc(OC)c1OC (stereo unspecified)	104.0	-0.1
COc1ccc(CCNC(=S)N2CCCC(C(F)(F)F)C2)cc1 (stereo unspecified)	80.0*	-2.8*
CC(=O)c1ccc(NC(=O)COc2ccccc2-c2nc(-c3ccc(C)cc3)no2)cc1	111.0	0.7
O=C(Cn1c(SCCOc2ccccc2)nc2ccccc21)N1CCOCC1	81.0*	-5.9*
CCc1ccc(-n2nc(CO)c(C(=O)NCc3cccnc3)n2)cc1	110.0	0.4
CCc1ccc(CNC(=O)C(CC)n2ccc3cc(S(=O)(=O)N4CCCCC4)ccc32)cc1 (stereo unspecified)	108.0	0
C[C@@H](C(=O)N1CCN(c2ccccc2)CC1)N1C(=O)C2CC=CCC2C1=O (stereo partly specified)	106.0	0.7
COCCCNC(=O)c1c(-c2ccccc2)c(-c2ccccc2)nn(C)c1=O	103.0	-0.9

Other results follow:
Structure	Polio RdRp inh	Polio RdRp inh FP z-score
COc1ccc(CCNC(=O)C2CCCN(c3nc4c(C)cc(C)cc4s3)C2)cc1OC (stereo unspecified)	108.0	0.6
O=C(Nc1ccc(N2CCCCC2)cc1)c1ccncc1	102.0	0.1
CCCc1cnc2c(c1SCC(=O)NCc1ccc(C)cc1)c(=O)n(C)c(=O)n2C	106.0	0
Cc1ccc(CNC(=O)NC2COc3ccccc3C2)cc1 (stereo unspecified)	109.0	0.6
COc1ccccc1C(=O)NC1=NC(c2ccc(Br)cc2)CC(=O)N1 (stereo unspecified)	109.0	1
CCOC(=O)c1c(C)[nH]c(C(=O)CN2CCCCC2)c1C	102.0	0.1
Cc1cccc(CCNC(=O)[C@H](Cc2ccccc2)N2Cc3ccccc3C2=O)c1	101.0	-0.7
CCc1cc(C(=O)OC)c(NC(=O)CN2CCN(c3ccccc3)CC2)s1	103.0	0.2
O=c1[nH]c(CN(CCO)Cc2nc3sccc3c(=O)[nH]2)nc2sccc12	113.0	1.4
Cc1ccc(-c2nnc(CCC(=O)NCc3ccccc3CN3CCCC3)o2)cc1	105.0	0.2
CCOC(=O)Nc1ccc(C)s1	99.0	-0.3
Cc1ccc(C)c(Nc2nc(-c3ccccc3)c3cc(Br)ccc3n2)c1	105.0	0.2
Cc1nc(C)c(C(=O)NC2CCCCCC2)s1	101.0	-0.6
CCOC(=O)CC(NC(=O)Cn1nnc(-c2ccc(C(F)(F)F)cc2)n1)c1ccc(C)cc1 (stereo unspecified)	100.0	-0.6
COc1ccc(NC(=O)CCn2c(=O)[nH]c3ccccc3c2=O)cc1OC	105.0	0.7
Cc1cc(OC(=O)c2ccco2)nc(SCc2c(Cl)cccc2Cl)n1	115.0	1.9
N#Cc1cc2c(nc1SCc1ccccc1F)C1CCN2CC1	102.0	0.1
O=C(NC1CCCC1)c1ccc(COc2cc(Cl)ccc2Cl)o1	107.0	0.4
COc1cc(OC)cc(C(=O)Nc2cccc3nsnc23)c1	104.0	0.5
COc1ccc(NC(=O)C2CCN(S(=O)(=O)c3c(C)noc3/C=C/c3cccs3)CC2)cc1Cl	105.0	0.1

Some of the compounds tested. The share of hits here may be higher or lower than overall.
